RXFP1 ag: agonists of human relaxin receptor RXFP1; Q9HBX9; HEK293T-RXFP1 cAMP TR-FRET, 30 min; response scale: percent of porcine relaxin response, buffer zero; Potency, µM (series often up to 57.5 µM), for inactives: top-dose activation, usual class: activators; 0.3% of 370,000 active; note: potency is the fitted concentration of half-maximal effect; nearly all actives have a fitted effect of over 60% in size; many of its hits are not listed in these tables
Target sequence (Q9HBX9 whole entry, looked up): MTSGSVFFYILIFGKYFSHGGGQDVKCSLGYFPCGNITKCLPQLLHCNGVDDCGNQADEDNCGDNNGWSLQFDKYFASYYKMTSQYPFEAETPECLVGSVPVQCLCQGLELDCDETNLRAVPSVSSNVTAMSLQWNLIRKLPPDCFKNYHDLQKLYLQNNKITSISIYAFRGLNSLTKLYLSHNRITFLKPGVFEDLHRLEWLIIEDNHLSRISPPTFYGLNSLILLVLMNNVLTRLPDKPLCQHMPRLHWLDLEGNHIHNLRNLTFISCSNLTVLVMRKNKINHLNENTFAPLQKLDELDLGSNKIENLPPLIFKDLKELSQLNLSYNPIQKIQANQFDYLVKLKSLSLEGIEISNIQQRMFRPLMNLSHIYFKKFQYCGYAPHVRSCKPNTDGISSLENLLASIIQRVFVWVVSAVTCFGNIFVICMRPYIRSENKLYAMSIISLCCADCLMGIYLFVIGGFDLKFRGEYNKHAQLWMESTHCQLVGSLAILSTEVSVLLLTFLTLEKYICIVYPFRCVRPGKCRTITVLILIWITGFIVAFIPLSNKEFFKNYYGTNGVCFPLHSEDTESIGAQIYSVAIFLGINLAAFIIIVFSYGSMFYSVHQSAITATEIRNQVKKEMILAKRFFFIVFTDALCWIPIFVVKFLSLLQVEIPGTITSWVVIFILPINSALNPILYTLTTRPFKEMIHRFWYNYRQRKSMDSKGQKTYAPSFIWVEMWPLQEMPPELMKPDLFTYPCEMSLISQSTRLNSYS
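HEK293 cells stably expressing RXFP1, treated 30 min at 37C with compounds plus PDE4 inhibitor Ro 20174; cAMP measured by HTRF TR-FRET. Normalized to buffer and 29 nM porcine relaxin; EC50 by Hill fit.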
RXFP1 antag: antagonists of human relaxin receptor RXFP1 | 0.59% of 350,000 active | HEK293-RXFP1, relaxin-stimulated cAMP HTRF, 30 min; active compounds read low | AID 1259400 | Q9HBX9 | activity change, negative = inhibition, % at 57.5 µM;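 active = activity change of -60% or lower, but not beyond a set lower limit; inconclusive = change between -60% and -40%, or beyond the set limit; inactive = change above -40%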
Apoferritin bind: candidate novel general anesthetic via apoferritin binding; apoferritin/1-aminoanthracene competitive binding, fluorescence; 0.074% of 350,000 active; Potency, µM (top dose mostly 77.5 µM), for inactives: at the top dose activity change, negative = displacement, usual class: inhibitors; P02791; note: potency is the fitted concentration of half-maximal effect; nearly all actives have a fitted effect of over 20% in size
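Steps: apoferritin (10 uM) was premixed with half-saturated 1-AMA in PBS, compounds were pin-transferred, plates stood 10 min at room temperature, fluorescence was read at 380/535 nm, and curves were fitted with a Hill equation.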
An asterisk follows results filed as active; ? = inconclusive; · = not tested or not shown; & = joins results of further samples. Unless noted, calls come from the whole dose curve; as a rule, active = well fitted curve in the direction sought with a large enough effect; inconclusive = small, poorly fitted or top-dose-only effect, or another doubt; inactive = no such curve, though single readings can be large; an effect the other way counts as inactive or inconclusive. % is set by controls: 0 for no effect and ±100 for the full control effect. This is a subset; the hit share may differ from the screen's.

canonical_smiles,RXFP1 ag,RXFP1 antag,Apoferritin bind
Cc1cc(C)c(C)c(C(O)(C(=O)O)c2ccccc2)c1 (centres undefined),·,16.6,·
COc1ccc(C(O)C(C)NC(C)C(O)c2ccc(OC)cc2)cc1 (centres undefined),·,-0.5,·
CC1=CP(=O)(Oc2ccc([N+](=O)[O-])cc2)CC1 (centres undefined),·,-4.8,·
C[C@]12CCC(=O)C=C1CC[C@@H]1[C@H]3CC[C@](C)(O)[C@@]3(C)CC[C@@H]12,·,-22.4,·
O=C1NCCCCC1(Cl)Cl,·,7.1,·
CC1CN1P1(=O)OCC(C)([N+](=O)[O-])CO1 (centres undefined),·,0.1,·
COc1ccc2c3c1OC1[C@H](O)CCC4[C@@H](C2)N(C)CC[C@]314 (some centres undefined),·,17.7,·
N=C1c2ccccc2CN1NC(=O)c1ccco1,·,-3.8,·
COC(=O)C1=CO[C@@H](C)[C@@H]2CN(CCc3c[nH]c4ccccc34)CC[C@H]12,·,-2.3,·
COc1ccccc1N1CCN(Cc2ccc3c(c2)OCO3)CC1,·,-0.6,·
CC1CC2(C)C(CCC3C2CCC2(C)C(OP(=O)(N4CC4)N4CC4)CCC32)CC1=O (centres undefined),·,2.5,·
COc1ccc2c(c1)NP(=S)(c1ccccc1)N2 (centres undefined),·,-6.1,·
C#CC1(O)CCC2C3CCC4=CC(=O)CCC4=C3C=CC21C (centres undefined),·,-3.9,·
O=C(NN=Cc1ccc(N(CCCl)CCCl)cc1)C(=O)c1c[nH]c2ccccc12,·,-31.0,·
O=C1NC(=O)C2(CCCc3ccc(N(CCCl)CCCl)cc32)N1 (centres undefined),·,-15.5,·
O=C1NCN(c2ccccc2)C12CCN(CC1COc3ccccc3O1)CC2 (centres undefined),·,6.1,·

2 entries from above, field by field.
COC(=O)C1=CO[C@@H](C)[C@@H]2CN(CCc3c[nH]c4ccccc34)CC[C@H]12
- RXFP1 ag: ·
- RXFP1 antag: -2.3
- Apoferritin bind: ·
COc1ccccc1N1CCN(Cc2ccc3c(c2)OCO3)CC1
- RXFP1 ag: ·
- RXFP1 antag: -0.6
- Apoferritin bind: ·

Next entries follow.
canonical_smiles,RXFP1 ag,RXFP1 antag,Apoferritin bind
Cc1ccc2c(c1)C1C[N+](C)(CC(=O)c3ccc(Cl)cc3Cl)CCC1N2C(=O)c1ccc(F)cc1 (centres undefined),·,-20.4,·
O=C(Cc1c[nH]c2ccccc12)NNCc1ccc(N(CCCl)CCCl)cc1,·,-5.2,·
COC(=O)C12CCc3c(ccc4cc(OC)ccc34)C1=CC(=O)C2 (centres undefined),·,-4.2,·
O=C(N[C@@H]1N=C(c2ccccc2F)c2cccc3c2N(CC3)C1=O)c1cc2ccccc2[nH]1,·,-33.9,·
O=C(NN=Cc1ccc(N(CCCl)CCCl)cc1)c1cccnc1,·,6.9,·
C[C@@H]1CC2=CC(=O)CC[C@@H]2[C@H]2CC[C@@]3(C)[C@@H](CC[C@]3(C)O)[C@@H]21,·,-12.2,·
CCN(CCO)CCn1c(Cc2ccccc2)nc2c1c(=O)n(C)c(=O)n2C,·,-9.7,·
O=C(O)c1ccc2[nH]cc(CCCCN3CC=C(c4ccccc4)CC3)c2c1,·,-6.0,-4.8%
Nc1ccc(N)cc1,·,-11.1,-6.1%&-5.1%
CCCCCCCCCCCCCCCC[n+]1ccccc1,·,-13.7&-16.5,?
FC(F)(F)c1cccc(C2=CCN(CCc3ccc4ccccc4c3)CC2)c1,·,-4.4,5.4%
CCCCCCCCCC(=O)O[C@H]1CC[C@H]2[C@@H]3CCC4=CC(=O)CC[C@@H]4[C@H]3CC[C@]12C,·,-26.9,?
CC1(C)C(C=C(Cl)Cl)C1C(=O)OC(C#N)c1cccc(Oc2ccccc2)c1 (centres undefined),·,-25.1,8.4%
C=C(C)[C@H]1CN[C@H](C(=O)O)[C@H]1CC(=O)O,·,-10.7,?
N#Cc1nn(-c2c(Cl)cc(C(F)(F)F)cc2Cl)c(N)c1S(=O)C(F)(F)F (centres undefined),·,?,-16.2%&-19.1%&-10.3%&-20.4%
O=C(O)COc1nc(Cl)c(Cl)cc1Cl,·,-24.1,12.3%
Clc1cccc(SC2CCNCC2)n1,·,-5.1,-12.1%
CC(O)(CS(=O)(=O)c1ccccc1)C(=O)Nc1ccc(C(F)(F)F)cc1 (centres undefined),0.3%,5.4,-6.0%
O=C(C1CCN(c2nc3ccc(Br)cc3s2)CC1)N1CCC2(CC1)OCCO2,-0.3%,4.7,-8.2%
Cc1ccc2cc3cc(C(=O)N4CCC5(CC4)OCCO5)oc3nc2c1,-0.3%,19.9,-6.7%
COc1cccc(-n2c(O)c(C=NCCN3CCOCC3)c(=O)[nH]c2=O)c1,1.6%,-9.3,-10.9%
CC(O)(CS(=O)(=O)c1cccc(C(F)(F)F)c1)C(=O)Nc1cccc(C(F)(F)F)c1 (centres undefined),1.6%,23.6,-16.4%

Given with values under each structure: entries from further up.
The line under a structure holds: RXFP1 ag	RXFP1 antag	Apoferritin bind
> O=C(Cc1c[nH]c2ccccc12)NNCc1ccc(N(CCCl)CCCl)cc1
 : ·	-5.2	·
> COC(=O)C12CCc3c(ccc4cc(OC)ccc34)C1=CC(=O)C2 (centres undefined)
 : ·	-4.2	·
> O=C(N[C@@H]1N=C(c2ccccc2F)c2cccc3c2N(CC3)C1=O)c1cc2ccccc2[nH]1
 : ·	-33.9	·
> O=C(NN=Cc1ccc(N(CCCl)CCCl)cc1)c1cccnc1
 : ·	6.9	·
> C[C@@H]1CC2=CC(=O)CC[C@@H]2[C@H]2CC[C@@]3(C)[C@@H](CC[C@]3(C)O)[C@@H]21
 : ·	-12.2	·
> CCN(CCO)CCn1c(Cc2ccccc2)nc2c1c(=O)n(C)c(=O)n2C
 : ·	-9.7	·
> O=C(O)c1ccc2[nH]cc(CCCCN3CC=C(c4ccccc4)CC3)c2c1
 : ·	-6.0	-4.8%
> Nc1ccc(N)cc1
 : ·	-11.1	-6.1%&-5.1%
> CCCCCCCCCCCCCCCC[n+]1ccccc1
 : ·	-13.7&-16.5	?
> FC(F)(F)c1cccc(C2=CCN(CCc3ccc4ccccc4c3)CC2)c1
 : ·	-4.4	5.4%
> CCCCCCCCCC(=O)O[C@H]1CC[C@H]2[C@@H]3CCC4=CC(=O)CC[C@@H]4[C@H]3CC[C@]12C
 : ·	-26.9	?
> CC1(C)C(C=C(Cl)Cl)C1C(=O)OC(C#N)c1cccc(Oc2ccccc2)c1 (centres undefined)
 : ·	-25.1	8.4%
> C=C(C)[C@H]1CN[C@H](C(=O)O)[C@H]1CC(=O)O
 : ·	-10.7	?
> N#Cc1nn(-c2c(Cl)cc(C(F)(F)F)cc2Cl)c(N)c1S(=O)C(F)(F)F (centres undefined)
 : ·	?	-16.2%&-19.1%&-10.3%&-20.4%
> O=C(O)COc1nc(Cl)c(Cl)cc1Cl
 : ·	-24.1	12.3%
> Clc1cccc(SC2CCNCC2)n1
 : ·	-5.1	-12.1%
> CC(O)(CS(=O)(=O)c1ccccc1)C(=O)Nc1ccc(C(F)(F)F)cc1 (centres undefined)
 : 0.3%	5.4	-6.0%
> O=C(C1CCN(c2nc3ccc(Br)cc3s2)CC1)N1CCC2(CC1)OCCO2
 : -0.3%	4.7	-8.2%

Screening results deposited in PubChem BioAssay by National Center for Advancing Translational Sciences (NCATS).
